PolyA inhibitor = inhibitors of polyadenylation in S. cerevisiae; calls only at 12 µM; hit rate 0.02% among 300,000; AID 1875; S. cerevisiae SKY197-pL101 polyadenylation reporter, beta-gal luminescence; efflux-impaired pdr1/pdr3 knockout yeast; score 100 = 6 SD above DMSO;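 active = lowest replicate activity score at least 50, where 100 means six control SD above control mean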;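 note: yeast exposed to compound for 9 h at 30 °C; higher score means more reporter readthrough which indicates perturbed polyadenylation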
HDAC3 inh = human HDAC3 inhibition | hit rate 0.15% among 320,000 | AID 2718 | inhibition, % at 8.3 µM | O15379 | recombinant HDAC3, fluorogenic peptide/trypsin coupled, fluorescence; in the data active = inhibition above about 26%, passing the limit was not always enough
Target sequence (O15379 whole entry, looked up): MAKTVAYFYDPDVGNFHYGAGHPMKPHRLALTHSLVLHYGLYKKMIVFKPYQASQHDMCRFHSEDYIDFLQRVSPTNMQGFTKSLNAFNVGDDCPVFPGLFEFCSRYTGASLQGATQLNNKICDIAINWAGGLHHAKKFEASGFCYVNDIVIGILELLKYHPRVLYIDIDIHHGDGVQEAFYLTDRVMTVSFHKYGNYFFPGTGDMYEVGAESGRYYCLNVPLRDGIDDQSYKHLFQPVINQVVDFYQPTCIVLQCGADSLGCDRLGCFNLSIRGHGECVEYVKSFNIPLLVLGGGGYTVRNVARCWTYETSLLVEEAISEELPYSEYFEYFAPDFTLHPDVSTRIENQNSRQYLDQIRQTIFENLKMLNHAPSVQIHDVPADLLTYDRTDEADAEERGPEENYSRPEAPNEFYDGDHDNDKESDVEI
GSK3beta inhib = human GSK3beta kinase inhibition; P49841; AID 2097; GST-GSK3beta kinase, ADP-Glo luminescence, 60 min; active compounds read low; hit rate 0.038% among 300,000; activity score (negative = inhibition), % at 10 µM;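 active = more than half of replicate wells score below -50%, meaning over 50% inhibition versus plate controls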;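 note: 0% = median DMSO wells and -100% = median GW8510 positive control wells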
Target sequence (P49841 whole entry, looked up): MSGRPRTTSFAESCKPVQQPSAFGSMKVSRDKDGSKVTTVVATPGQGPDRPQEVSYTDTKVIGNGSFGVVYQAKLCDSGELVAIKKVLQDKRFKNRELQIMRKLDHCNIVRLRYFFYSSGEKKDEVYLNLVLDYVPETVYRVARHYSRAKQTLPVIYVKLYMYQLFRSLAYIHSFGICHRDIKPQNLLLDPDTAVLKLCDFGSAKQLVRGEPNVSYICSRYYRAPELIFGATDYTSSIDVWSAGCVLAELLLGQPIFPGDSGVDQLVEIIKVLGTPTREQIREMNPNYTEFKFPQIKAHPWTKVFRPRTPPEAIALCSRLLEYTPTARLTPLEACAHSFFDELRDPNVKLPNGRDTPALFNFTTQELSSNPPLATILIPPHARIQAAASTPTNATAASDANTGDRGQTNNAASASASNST
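Test system: GST-fused GSK3beta enzyme, cell-free | Quantity: 1.6 ng GST-GSK3beta enzyme per well | Reagent: 25 µM ATP with peptide substrate | Schedule: 60 min enzyme reaction, room temperature | Signal: Luminescent ADP-Glo measurement of ADP formed | Read-out basis: Score relative to plate controls | Control set: DMSO and 20 µM GW8510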
KCNK3 block = human KCNK3 channel inhibition, primary screen. hit rate 0.84% among 340,000. B-score at 10 µM. CHO-KCNK3 thallium flux, FluxOR fluorescence; active compounds read low. O14649;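 active = B-score under library mean minus 4 SD, starting fluorescence ratio at most library mean plus 5 SD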;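 note: more negative B-score means stronger inhibition of thallium flux through KCNK3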
KCNK9 block = human KCNK9 channel inhibition; Q9NPC2; B-score at 10 µM; HEK293 KCNK9, FluxOR thallium flux fluorescence; active compounds read low; hit rate 1.2% among 310,000;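 active = ratio B-score over 3 SD below the library mean, with starting fluorescence within 5 SD of its mean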;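 note: negative B-score means less thallium flux so channel inhibition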
Dyrk1A ADPGlo = blocks rat Dyrk1A kinase activity; Q63470; ADP-Glo luminescence, NFATc1 peptide; inhibition, % at 12.5 µM; hit rate 0.43% among 310,000; in the data active = inhibition above about 50%;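 note: plate controls were vehicle with enzyme for no effect and no enzyme for full effect; many of its hits are not listed in these tables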
GSK3 alpha inh = blocks human GSK-3 alpha kinase | hit rate 0.1% among 320,000 | P49840 | AID 2650 | ADP-Glo luminescence, 60 min | inhibition, % at 10 µM;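 in the data active = inhibition above about 50%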;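 note: GST-tagged GSK-3 alpha with peptide substrate and 25 µM ATP; 0% = DMSO neutral wells and 100% = GW8510 positive control wells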
KCNQ1 block = human KCNQ1 channel inhibition; P51787; CHO-K1 KCNQ1, FluxOR thallium flux fluorescence; active compounds read high; B-score at 10 µM; hit rate 1.3% among 310,000;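 active = compounds whose thallium flux B-score, printed positive for inhibition, exceeds three library SD while starting fluorescence stays within three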;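 note: channel opened by potassium depolarization with thallium stimulus after 20 min compound exposure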
hERG protect = compounds protecting human hERG from proarrhythmic drug block; CHO-hERG, FluxOR thallium flux, dofetilide IC70 present; Q12809; hit rate 0.51% among 310,000; AID 1511; activation (rescue from dofetilide block), less the hit threshold, % at 10 µM;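 active = activation above the mean of controls blocked by dofetilide plus 5 SD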;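 note: thallium influx through hERG after potassium depolarization seen as dye fluorescence rise; in these data hits start at about 4.7%; inactives centre near -7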
RGS4 pot = RGS4 potentiation or activation. HEK293 M3R/inducible RGS4, carbachol calcium flux Fluo4; active compounds read low. B-score at 10 µM. hit rate 0.92% among 310,000. AID 463111;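 active = B-score of the integrated calcium signal more than 4 SD below the library mean, with starting fluorescence not abnormally high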;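 note: negative B-score means reduced calcium response which marks RGS4 activation or potentiation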
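Reagent: ECmax carbachol challenge; Test system: M3R-expressing HEK293 line, RGS4 induced by doxycycline; Schedule: overnight RGS4 induction, 30 min dye load 37 °C, 20 min compound RT; Detection: calcium dye Fluo4 fluorescence; Read-out: Agonist-evoked peak-minus-minimum fluorescence over baseline, integrated ratio, B score.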
KCNQ1 pot = human KCNQ1 channel potentiation or activation; P51787; CHO-K1 KCNQ1, thallium flux FluxOR fluorescence; active compounds read high; B-score at 10 µM; hit rate 0.35% among 310,000;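 active = fluorescence ratio B-score, a plate-corrected score, at least three library SD, with initial intensity B-score within 5 SD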
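assay system = CHO-K1 cells stably expressing KCNQ1 | medium = assay buffer, equal DMSO in all wells | timing = 37 °C overnight plating, 90-min dark dye load, 20-min compound pretreatment | measured by = kinetic FluxOR thallium fluorescence, 10-s 1-Hz baseline, 110-s post-stimulus read | measure = fluorescence change relative to baseline, converted to B score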
* marks the source's active call; other numbers are inactive results; i = inactive; · = no result given.

SMILES	PolyA inhibitor	HDAC3 inh	GSK3beta inhib	KCNK3 block	KCNK9 block	Dyrk1A ADPGlo	GSK3 alpha inh	KCNQ1 block	hERG protect	RGS4 pot	KCNQ1 pot
CCc1nnc(NC(=O)c2ccc(F)c(S(=O)(=O)N3CCCCC3)c2)s1	i	·	1	i	i	-1	·	i	-6	i	i
O=C(Cn1cnc2c(oc3ccccc32)c1=O)N1CCN(c2ccccc2)CC1	i	4	1	i	i	4	-1	i	9.4*	i	i
Cc1ccc(C)c(S(=O)(=O)N2CCCOC2CNC(=O)C(=O)NCc2cccs2)c1 (centres undefined)	i	3	1	i	i	-8	2	i	-5	i	i
COc1ccc(C)cc1S(=O)(=O)NC1CCCCCC1	i	4	-4	i	i	-1	1	i	-5	i	i
CCOC(=O)CSC1=C(C#N)C(c2ccccc2C)C2=C(CCCC2=O)N1 (centres undefined)	i	1	-4	i	i	-2	2	i	-4	i	i
CCc1noc(C)c1C(=O)N(C)CC(=O)Nc1ccc(Br)cc1C	i	-3	0	i	i	13	-4	i	-11	i	i
CC(=O)N1CCN(c2ccc(NC(=O)c3cccc(C)c3)cc2)CC1	i	0	-2	i	i	3	-3	i	-2	i	i
CCOc1ccc(/C=N/NC(=O)c2csc(C)c2C)c(OCC)c1	i	15	1	i	i	-9	-5	i	-6	i	i
CC(C)Sc1nnc([C@@H]2CCCN2C(=O)OC(C)(C)C)o1	i	-4	-7	i	i	-9	-1	i	-12	i	i
Cc1cccc(C)c1N=Cc1c(O)n(-c2nccs2)c(=O)c2ccccc12	i	6	2	i	i	-2	-2	i	-8	i	i
CC(C)n1nc(C(=O)Oc2cc(Cl)ccc2Cl)c2ccccc2c1=O	i	-1	1	i	i	-1	0	i	-3	i	i
CCCCC(C(=O)NC1CCCC1)N(Cc1ccco1)C(=O)Cn1nnc(-c2ccc(F)cc2)n1 (centres undefined)	i	15	3	-12*	-22*	-1	-1	i	-4	i	i
O=C(Cn1cc(C(F)(F)F)ccc1=O)N/N=C/c1cccc(Cl)c1Cl	i	3	-2	i	i	1	0	i	-9	i	i
COc1ccc(NC(=O)Cc2c[nH]c3ccccc23)cc1S(=O)(=O)N1CCCCC1	i	8	-4	i	i	-3	-3	i	-8	i	i
O=C(N/N=C/c1cccc2cccnc12)c1ccccc1O	i	·	1	i	i	9	-2	i	-12	i	i

Copied from the list.
GSK3 alpha inh result of CCOc1ccc(/C=N/NC(=O)c2csc(C)c2C)c(OCC)c1 reads -5
GSK3beta inhib result of COc1ccc(NC(=O)Cc2c[nH]c3ccccc23)cc1S(=O)(=O)N1CCCCC1 reads -4
Dyrk1A ADPGlo result of CC(C)n1nc(C(=O)Oc2cc(Cl)ccc2Cl)c2ccccc2c1=O reads -1
hERG protect result of CCc1nnc(NC(=O)c2ccc(F)c(S(=O)(=O)N3CCCCC3)c2)s1 reads -6
GSK3 alpha inh result of CC(=O)N1CCN(c2ccc(NC(=O)c3cccc(C)c3)cc2)CC1 reads -3
Dyrk1A ADPGlo result of CC(C)Sc1nnc([C@@H]2CCCN2C(=O)OC(C)(C)C)o1 reads -9

New compounds follow:
SMILES	PolyA inhibitor	HDAC3 inh	GSK3beta inhib	KCNK3 block	KCNK9 block	Dyrk1A ADPGlo	GSK3 alpha inh	KCNQ1 block	hERG protect	RGS4 pot	KCNQ1 pot
Nc1ncnc2nc(SCCOc3ccc(Cl)cc3)[nH]c12	i	-4	0	i	i	-4	0	i	-6	i	i
Cc1ccc2cccc(S(=O)(=O)N3CCN(c4cccc(Cl)c4)CC3)c2n1	i	-1	0	i	i	-7	-5	i	-10	i	i
CC(C)CCN(CC(=O)NC(C)(C)C)C(=O)C(=O)Nc1ccc2c(c1)OCCO2	i	-2	7	i	i	-3	0	i	-6	i	i
CCCCCn1c(=NC(C)=O)c(C#N)cc2c(=O)n3ccccc3nc21	i	-61	2	i	i	4	-1	i	-1	i	i
CCCCCCCc1nn2c(=O)cc(O)nc2s1	i	3	3	i	i	·	-1	i	-4	i	i
COc1ccc(-c2nc(-c3ccccc3)c(-c3cccs3)[nH]2)cc1OC	i	-3	1	i	i	-5	-1	i	-21	i	i
CC(=O)c1ccc(N2CCN(S(=O)(=O)c3ccc4c(c3)NC(=O)CC(=O)N4)CC2)cc1	i	1	0	i	i	7	0	i	-3	i	i
CSc1cccc(CNC(=O)C2CCC(=O)N(Cc3cccc(C(F)(F)F)c3)C2)c1 (centres undefined)	i	5	-1	i	i	4	-1	i	-11	i	i
COCCNC(=O)C(=O)Nc1cc2c3c(c1)CCC(=O)N3CCC2	i	3	-1	i	i	7	2	i	-5	i	i
O=C1C(C2=NC(c3ccccn3)C3C(=O)N(c4ccc(Cl)cc4Cl)C(=O)C23)=C(O)c2ccccc21 (centres undefined)	i	3	-1	i	i	-7	1	i	-13	i	i
O=C(c1ccc(-n2nc(C(F)(F)F)c3c2CCCC3)cc1)N1CCOCC1	i	-2	-1	i	i	0	0	i	-8	i	i
O=C(C1CCN(S(=O)(=O)c2cccc3nsnc23)CC1)N1CCc2ccccc2C1	i	2	-6	i	i	-13	-19	i	-11	i	i
COc1cccc(N2CC(C)Cn3c2nc2c3c(=O)n(CCN3CCOCC3)c(=O)n2C)c1 (centres undefined)	i	1	-2	i	i	-5	4	i	-17	i	i
CC(C)(C)NC1=CC(=O)OC12CCCCC2	i	-8	0	i	i	-1	2	i	-8	i	i
O=C(Oc1ccc(F)cc1)N1CCOCC1	i	5	0	i	i	5	-1	i	-4	i	i
COc1cccc(CNCc2ccc(OC)cc2OC)c1	i	0	-3	i	i	7	4	i	-7	i	i
COc1ccc(NC(=O)Nc2nnc(CC(=O)NCc3ccccc3)s2)cc1	i	1	2	i	i	1	0	i	-4	i	i
C/C(=N/NC(=O)CN1CCN(Cc2ccccc2Cl)CC1)c1cccs1	i	3	-5	i	i	·	0	i	-6	i	i
CCN(CC)S(=O)(=O)c1ccc(C)c(NC(=O)COC(=O)CN2C(=O)NC(C)(C)C2=O)c1	i	-4	0	i	i	4	0	i	-18	i	i
CNc1c([N+](=O)[O-])cnn1-c1ccccc1F	i	-3	4	i	i	-5	3	i	-3	i	i
CCn1c(C)c(C)c2cc(C(=O)NCCCN3CCCC3)ccc21	i	5	1	i	i	-1	0	i	-9	i	i
Cc1ccc(C2(C)NC(=O)N(CC(=O)NCc3cccc(Cl)c3)C2=O)cc1 (centres undefined)	i	·	-4	i	i	-4	-3	i	-2	i	i
CC(=O)Nc1ccccc1OCC(=O)N(Cc1ccccc1)C(C)C	i	1	1	i	i	0	-3	i	-9	i	i
NS(=O)(=O)c1ccc(-c2ccc(/C=N/NC(=O)c3ccccc3O)o2)cc1	i	-6	-4	i	i	-4	0	i	-16	i	i
O=C(O)c1cccc(Nc2ncnc3c2cnn3-c2ccccc2)c1	i	1	3	i	i	24	8	i	-11	i	i
O=C(CN1CCc2ccccc2C1)NC1CCCC1	i	-1	1	i	i	-3	2	i	-6	i	i
O=C1CC(c2ccccc2)CC2=C1C(c1ccccn1)Nc1ccccc1N2 (centres undefined)	i	11	0	i	i	-4	0	i	3	i	i
COc1cc(/C=N/NC(=O)C(Cc2c[nH]c3ccccc23)NC(=O)OCC(C)C)cc([N+](=O)[O-])c1OCc1ccccc1 (centres undefined)	i	7	0	i	i	2	-2	i	-10	i	i
Cc1cccnc1NC(=O)c1ccc(S(=O)(=O)N2CCCCCC2)cc1	i	-1	1	i	i	-2	1	i	-11	i	i
CCN(CC)CCNC(=O)Cn1c(C)cc2ccccc2c1=O	i	1	0	i	i	4	-5	i	-3	i	i
COc1ccc(OC)c(/C=N/NC(=O)c2[nH]ncc2Br)c1	i	1	-3	i	i	·	1	i	-6	i	i
CCN1CCN(c2cc(C)c3cc(NC(=S)N(C)Cc4ccccc4)ccc3n2)CC1	i	3	2	i	i	0	0	i	-17	i	i
CC(=O)NC(Cc1cccc(C)c1)C(=O)NC1CCN(S(=O)(=O)c2ccccc2)CC1 (centres undefined)	i	-1	0	i	i	-1	0	i	-12	i	i
COC(=O)CNC(=O)C1CCN(S(=O)(=O)c2cnc[nH]2)CC1	i	-10	-1	i	i	0	-2	i	-7	i	i
COc1ccc(C2=NOC(c3nnc(-c4ccccc4)o3)C2)cc1 (centres undefined)	i	12	-8	i	i	·	3	i	-7	i	i
Cc1ccc(CN2CC(C(=O)N(Cc3nnc(-c4ccccc4Cl)o3)C3CC3)CC2=O)cc1 (centres undefined)	·	3	0	i	i	-5	1	i	-15	i	i

Looked up one by one from above (four):
SMILES	PolyA inhibitor	HDAC3 inh	GSK3beta inhib	KCNK3 block	KCNK9 block	Dyrk1A ADPGlo	GSK3 alpha inh	KCNQ1 block	hERG protect	RGS4 pot	KCNQ1 pot
CC(C)CCN(CC(=O)NC(C)(C)C)C(=O)C(=O)Nc1ccc2c(c1)OCCO2	i	-2	7	i	i	-3	0	i	-6	i	i
COCCNC(=O)C(=O)Nc1cc2c3c(c1)CCC(=O)N3CCC2	i	3	-1	i	i	7	2	i	-5	i	i
COc1ccc(-c2nc(-c3ccccc3)c(-c3cccs3)[nH]2)cc1OC	i	-3	1	i	i	-5	-1	i	-21	i	i
COc1ccc(C2=NOC(c3nnc(-c4ccccc4)o3)C2)cc1 (centres undefined)	i	12	-8	i	i	·	3	i	-7	i	i

Source: PubChem (several laboratories)

Some of the compounds tested; rates above refer to the full screens.
